Compound activity deposited in PubChem by several laboratories.
eLon inh = inhibitors of E. coli Lon protease. inhibition, % at 7.94 µM. P0A9M0. purified E. coli Lon protease, fluorescence polarization. AID 602123. hit rate 0.42% among 360,000; in the data active = inhibition above about 13%, passing the limit was not always enough;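 also: 0% = enzyme with probe and DMSO and 100% = no enzyme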
MsrA inh = bovine MsrA inhibition | hit rate 0.75% among 360,000 | inhibition, % at 15.5 µM | purified bovine MsrA, absorbance read-out; in the data active = inhibition above about 4.5%;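 also: 0% = vehicle wells with enzyme and 100% = reference inhibitor wells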
FAS TE block = FAS thioesterase (human) inhibition | P49327 | recombinant FAS-TE, OMFH fluorogenic substrate, fluorescence endpoint | inhibition, % at 15 µM | hit rate 0.67% among 360,000 | AID 602261;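 active = compounds whose normalised, plate-corrected inhibition of enzyme fluorescence in the single-dose primary screen is 50% or more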;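 also: 0% = DMSO with enzyme and 100% = substrate without enzyme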
Neddyl block = cullin neddylation inhibition. P61081+Q13564. TR-FRET cullin neddylation, biochemical. calls only at 25 µM. hit rate 0.58% among 360,000; in the data active = inhibition above about 36%
Rin1-Abl PPI inh = blocks binding of human Rin1 to Abl. TR-FRET Rin1/Abl binding, biochemical. AID 588664. P00519+Q13671. hit rate 0.4% among 360,000. inhibition, % at 7.35 µM; in the data active = inhibition above about 5%, passing the limit was not always enough
Target sequence (P00519 whole entry, looked up): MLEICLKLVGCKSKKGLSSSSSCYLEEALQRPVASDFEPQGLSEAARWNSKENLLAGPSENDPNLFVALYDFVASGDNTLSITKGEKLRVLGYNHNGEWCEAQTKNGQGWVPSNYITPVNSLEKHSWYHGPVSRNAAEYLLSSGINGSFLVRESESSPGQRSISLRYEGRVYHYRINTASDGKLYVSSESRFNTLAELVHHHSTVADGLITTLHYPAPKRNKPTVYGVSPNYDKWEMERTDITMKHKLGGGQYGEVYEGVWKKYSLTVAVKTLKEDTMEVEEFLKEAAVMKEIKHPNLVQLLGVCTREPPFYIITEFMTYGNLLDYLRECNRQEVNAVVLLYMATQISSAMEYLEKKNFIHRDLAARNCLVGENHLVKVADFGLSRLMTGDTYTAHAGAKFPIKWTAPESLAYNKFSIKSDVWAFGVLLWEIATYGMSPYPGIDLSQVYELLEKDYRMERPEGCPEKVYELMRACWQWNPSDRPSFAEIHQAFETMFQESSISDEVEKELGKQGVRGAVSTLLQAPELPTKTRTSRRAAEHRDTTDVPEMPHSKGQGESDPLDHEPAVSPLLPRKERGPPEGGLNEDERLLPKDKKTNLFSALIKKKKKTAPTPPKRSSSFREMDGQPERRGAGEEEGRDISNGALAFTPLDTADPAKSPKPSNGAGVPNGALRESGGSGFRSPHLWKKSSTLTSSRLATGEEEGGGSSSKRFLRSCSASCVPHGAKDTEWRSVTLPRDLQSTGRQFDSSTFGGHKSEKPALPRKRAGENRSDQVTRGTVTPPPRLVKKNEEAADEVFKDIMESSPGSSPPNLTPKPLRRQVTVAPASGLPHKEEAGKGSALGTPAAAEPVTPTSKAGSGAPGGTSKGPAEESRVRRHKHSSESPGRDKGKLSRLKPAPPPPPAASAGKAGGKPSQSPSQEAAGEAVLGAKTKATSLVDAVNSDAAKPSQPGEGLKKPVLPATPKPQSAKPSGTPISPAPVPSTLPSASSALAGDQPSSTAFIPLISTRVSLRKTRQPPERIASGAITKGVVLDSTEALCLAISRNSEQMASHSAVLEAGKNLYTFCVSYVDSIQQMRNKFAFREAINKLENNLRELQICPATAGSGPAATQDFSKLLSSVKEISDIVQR
Target sequence (Q13671 whole entry, looked up): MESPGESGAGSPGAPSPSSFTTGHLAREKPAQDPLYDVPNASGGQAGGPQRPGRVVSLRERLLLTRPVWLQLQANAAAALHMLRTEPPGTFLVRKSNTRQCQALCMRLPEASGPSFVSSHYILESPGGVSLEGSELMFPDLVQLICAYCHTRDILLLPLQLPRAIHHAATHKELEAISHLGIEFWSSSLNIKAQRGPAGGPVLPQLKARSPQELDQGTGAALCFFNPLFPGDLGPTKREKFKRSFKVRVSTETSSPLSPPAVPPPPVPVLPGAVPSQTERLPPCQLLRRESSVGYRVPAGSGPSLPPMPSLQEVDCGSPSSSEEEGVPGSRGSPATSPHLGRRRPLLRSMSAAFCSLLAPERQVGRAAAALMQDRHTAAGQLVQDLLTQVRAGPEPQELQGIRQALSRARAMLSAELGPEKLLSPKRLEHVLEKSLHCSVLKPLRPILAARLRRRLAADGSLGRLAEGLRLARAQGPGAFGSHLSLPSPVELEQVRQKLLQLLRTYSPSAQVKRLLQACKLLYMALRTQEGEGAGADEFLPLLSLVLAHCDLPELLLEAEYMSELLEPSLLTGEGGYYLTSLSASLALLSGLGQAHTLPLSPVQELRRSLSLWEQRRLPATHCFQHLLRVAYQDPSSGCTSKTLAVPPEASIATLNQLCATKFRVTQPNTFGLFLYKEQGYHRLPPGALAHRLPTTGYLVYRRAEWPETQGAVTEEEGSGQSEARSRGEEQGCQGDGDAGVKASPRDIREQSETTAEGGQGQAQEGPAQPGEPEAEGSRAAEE
TbMetRS inhib = blocks T. brucei methionyl-tRNA synthetase activity; inhibition, % at 11.9 µM; purified T. brucei MetRS, ATP depletion, Kinase-Glo luminescence; hit rate 0.4% among 360,000;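 active = inhibition above a per-plate cutoff of the control wells' mean inhibition plus 3 SD, cut at about 5.5% in these data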;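 also: 0% = DMSO wells median and 100% = median of wells with control inhibitor compound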
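Material: T. brucei methionyl-tRNA synthetase, purified; reagent: substrates ATP, L-methionine and bulk Escherichia coli tRNA; dosing: 11.9 µM single point; timing: 15 min plus 2 h at 25 °C; detection: luminescence of leftover ATP; evaluation: % inhibition; control set: DMSO-only wells as low control; replicates: singlicate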
CSN inh = CSN deneddylation inhibition; Q92905; Purified CSN, SCF-Nedd8-OG deneddylation, fluorescence polarization; inhibition, % at 12.5 µM; hit rate 0.38% among 360,000; AID 651999;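 active = pattern-corrected inhibition above about 35%, with an unprinted fluorescence ratio check between 0.5 and 1.5, limit read from the data, passing the limit was not always enough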;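 also: 0% = enzyme with substrate and 100% = substrate without enzyme; some results filed as inactive read as strong as hits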
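Material: purified human Csn5 enzyme expressed in HEK293T cells / Medium: Tris buffer pH 7.5, NaCl, DTT, Tween-20, trehalose, ovalbumin / Compound dosing: 12.5 µM single point / Schedule: 90 min incubation of compound, enzyme and substrate at room temperature / Signal: fluorescence polarization of the substrate / Control set: no-enzyme wells high, enzyme-with-substrate wells low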
PABP1 MLLE inh = blocks PAM2 peptide binding to the PABP1 MLLE domain; GST-MLLE / FITC-PAM2 fluorescence polarization; inhibition, % at 20 µM; hit rate 0.36% among 360,000; in the data active = inhibition above about 35%, passing the limit was not always enough;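 also: plate controls were DMSO wells with GST-MLLE for no effect and wells lacking GST-MLLE protein for full effect; some results filed as inactive read as strong as hits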
MsrA act = activators of bovine methionine sulfoxide reductase A; purified bovine MsrA, absorbance read-out; activation, % at 10.6 µM; hit rate 0.3% among 360,000; in the data active = activation above about 7.5%;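 also: 0% = vehicle and 100% = reference activator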
Numbers without * were called inactive. Outcome played no part in choosing rows, and some 4% of all compounds hit somewhere here.

A first look:
COc1cc(/C=C(\C#N)C(=O)NC(C)C)ccc1OCc1ccc(C(=O)O)cc1 was read as eLon inh -3, MsrA inh 3.7, FAS TE block -2, Neddyl block inactive, Rin1-Abl PPI inh -6, TbMetRS inhib -0.1, CSN inh -1, PABP1 MLLE inh 22 and MsrA act -4.
For C[C@@H]1C(c2cccc(Cl)c2)=NN(c2ccccc2)[C@H]1C(=O)N1CCOC1=O the results were eLon inh 1, MsrA inh 2.6, FAS TE block 18, Neddyl block inactive, Rin1-Abl PPI inh -1, TbMetRS inhib 0.3, CSN inh 2, PABP1 MLLE inh -9 and MsrA act 0.
CCOC(=O)CCS(=O)(=O)c1nc(-c2ccccc2)cc(C(F)(F)F)n1 was read as eLon inh -4, FAS TE block 18, Neddyl block inactive, Rin1-Abl PPI inh -5, TbMetRS inhib -0.6, CSN inh 2, PABP1 MLLE inh 22 and MsrA act -8.
Screening CCCCN(CCCNC(=O)C1CCCN(S(=O)(=O)CCC)C1)Cc1ccccc1 (stereo not drawn) returned eLon inh -3, MsrA inh -0.2, FAS TE block -4, Neddyl block inactive, Rin1-Abl PPI inh 4, TbMetRS inhib 0.6, CSN inh 4, PABP1 MLLE inh -14 and MsrA act -2.
Screening O=S1(=O)CCN2C(Cc3ccc(SC(F)F)cc3)=CSC2=N1 returned eLon inh -5, MsrA inh -1.0, FAS TE block 0, Neddyl block inactive, Rin1-Abl PPI inh -1, TbMetRS inhib 0.1, CSN inh -3, PABP1 MLLE inh 18 and MsrA act -5.

Main list, repeating the preview:
COc1cc(/C=C(\C#N)C(=O)NC(C)C)ccc1OCc1ccc(C(=O)O)cc1 was read as eLon inh -3, MsrA inh 3.7, FAS TE block -2, Neddyl block inactive, Rin1-Abl PPI inh -6, TbMetRS inhib -0.1, CSN inh -1, PABP1 MLLE inh 22 and MsrA act -4.
For C[C@@H]1C(c2cccc(Cl)c2)=NN(c2ccccc2)[C@H]1C(=O)N1CCOC1=O the results were eLon inh 1, MsrA inh 2.6, FAS TE block 18, Neddyl block inactive, Rin1-Abl PPI inh -1, TbMetRS inhib 0.3, CSN inh 2, PABP1 MLLE inh -9 and MsrA act 0.
CCOC(=O)CCS(=O)(=O)c1nc(-c2ccccc2)cc(C(F)(F)F)n1 was read as eLon inh -4, FAS TE block 18, Neddyl block inactive, Rin1-Abl PPI inh -5, TbMetRS inhib -0.6, CSN inh 2, PABP1 MLLE inh 22 and MsrA act -8.
Screening CCCCN(CCCNC(=O)C1CCCN(S(=O)(=O)CCC)C1)Cc1ccccc1 (stereo not drawn) returned eLon inh -3, MsrA inh -0.2, FAS TE block -4, Neddyl block inactive, Rin1-Abl PPI inh 4, TbMetRS inhib 0.6, CSN inh 4, PABP1 MLLE inh -14 and MsrA act -2.
Screening O=S1(=O)CCN2C(Cc3ccc(SC(F)F)cc3)=CSC2=N1 returned eLon inh -5, MsrA inh -1.0, FAS TE block 0, Neddyl block inactive, Rin1-Abl PPI inh -1, TbMetRS inhib 0.1, CSN inh -3, PABP1 MLLE inh 18 and MsrA act -5.
Screening CCCC1=Nc2cc(C(=O)N3CCC(C(N)=O)CC3)ccc2Sc2ccccc21 returned eLon inh 7, MsrA inh 0.6, FAS TE block -8, Neddyl block inactive, Rin1-Abl PPI inh 2, TbMetRS inhib -0.9, CSN inh -1, PABP1 MLLE inh -10 and MsrA act -10.
Screening Cc1ccc(Sc2ncccc2NC(=O)c2ccccc2Cl)cc1 returned eLon inh 0, MsrA inh 1.1, FAS TE block -7, Neddyl block inactive, Rin1-Abl PPI inh 0, TbMetRS inhib -0.4, CSN inh -4, PABP1 MLLE inh -10 and MsrA act 0.
`Nc1nc(Nc2ccccc2F)nc(N2CCOCC2)c1[N+](=O)[O-]` gave eLon inh -4, MsrA inh 3.4, FAS TE block -5, Neddyl block inactive, Rin1-Abl PPI inh 0, TbMetRS inhib -0.7, CSN inh 4, PABP1 MLLE inh 16 and MsrA act -4.
Screening Cc1c(C=O)c(C=O)c(C)n1Cc1ccccc1 returned eLon inh 5, MsrA inh 1.7, FAS TE block -5, Neddyl block inactive, Rin1-Abl PPI inh -2, TbMetRS inhib 0.9, CSN inh 10, PABP1 MLLE inh -8 and MsrA act -1.
`COc1cc(OC)c(C(=O)OCC(=O)NC23CC4CC(CC(C4)C2)C3)cc1OC` gave eLon inh -4, MsrA inh 0.8, FAS TE block -1, Neddyl block inactive, Rin1-Abl PPI inh 2, TbMetRS inhib -0.2, CSN inh -8, PABP1 MLLE inh 7 and MsrA act -2.
`CC(=O)c1sc(N/N=C/c2cccc([N+](=O)[O-])c2)nc1C` gave eLon inh -14, MsrA inh -0.3, FAS TE block 2, Neddyl block inactive, Rin1-Abl PPI inh 1, TbMetRS inhib 0.8, CSN inh 5, PABP1 MLLE inh -18 and MsrA act -2.
Screening CCOC(=O)c1c(-c2ccc(OC)cc2)oc2cc(Br)c(O)cc12 returned eLon inh 1, MsrA inh 2.5, FAS TE block 6, Neddyl block inactive, Rin1-Abl PPI inh -2, TbMetRS inhib 0.0, CSN inh -2, PABP1 MLLE inh -6 and MsrA act -4.
For CCN(CC)S(=O)(=O)c1cccc(-c2nnc(SCC(=O)NC)n2N)c1 the results were eLon inh 8, MsrA inh -0.6, FAS TE block -8, Neddyl block inactive, Rin1-Abl PPI inh 0, TbMetRS inhib -0.5, CSN inh 7, PABP1 MLLE inh 2 and MsrA act -3.
CCOC(=O)c1nc(-c2ccc3c(c2)OCO3)[nH]c1C was read as eLon inh -5, MsrA inh -0.6, FAS TE block -6, Neddyl block inactive, Rin1-Abl PPI inh 0, TbMetRS inhib -0.4, CSN inh 1, PABP1 MLLE inh 0 and MsrA act -1.
For CC(=O)Nc1cccc(C(=O)OC(C)C(=O)Nc2ccc(S(=O)(=O)N3CCCC3)cc2)c1 (stereo not drawn) the results were eLon inh -1, MsrA inh -1.1, FAS TE block -2, Neddyl block inactive, Rin1-Abl PPI inh -1, TbMetRS inhib -0.1, CSN inh -5, PABP1 MLLE inh -49 and MsrA act -1.
Screening CN(C)c1ccc(/C=N/NC(=O)CCC(=O)NCc2ccccc2)cc1 returned eLon inh 10, MsrA inh 4.3, FAS TE block -11, Rin1-Abl PPI inh 2, TbMetRS inhib 0.6, CSN inh -21, PABP1 MLLE inh 6 and MsrA act -4.
`Cc1cc(C)c(NC(=O)COC(=O)Cc2ccsc2)c(C)c1` gave eLon inh -2, MsrA inh 0.4, FAS TE block -6, Neddyl block inactive, Rin1-Abl PPI inh 0, TbMetRS inhib -0.4, CSN inh 4, PABP1 MLLE inh -2 and MsrA act -1.
For Cc1ccc(N2C(=O)N(CC(=O)Nc3ccc(C)cc3Cl)C(=O)C2C)cc1 (stereo not drawn) the results were eLon inh -2, MsrA inh 1.5, FAS TE block 7, Neddyl block inactive, Rin1-Abl PPI inh 1, TbMetRS inhib 0.4, CSN inh -5, PABP1 MLLE inh -7 and MsrA act 0.
For Oc1c(C(Nc2nccs2)c2ccc(C(F)(F)F)cc2)ccc2cccnc12 (stereo not drawn) the results were eLon inh -1, MsrA inh 0.0, FAS TE block 4, Neddyl block inactive, Rin1-Abl PPI inh -2, TbMetRS inhib -1.0, CSN inh 4, PABP1 MLLE inh -2 and MsrA act -1.
For O=C(CN1CCN(C(=O)c2cccc(F)c2)CC1)Nc1ccccc1F the results were eLon inh -4, MsrA inh -0.4, FAS TE block -9, Neddyl block inactive, Rin1-Abl PPI inh -1, TbMetRS inhib -1.0, CSN inh 2, PABP1 MLLE inh 10 and MsrA act -10.
`COc1cccc(N2[C@@H](CC(=O)O)c3ccccc3S2(=O)=O)c1` gave eLon inh -2, MsrA inh 0.3, FAS TE block -9, Neddyl block inactive, Rin1-Abl PPI inh 0, TbMetRS inhib 0.0, CSN inh -6, PABP1 MLLE inh 6 and MsrA act -2.
Screening CC[C@]12c3[nH]c4cc(CCC(=O)N(C)C)ccc4c3CCN1C(=O)[C@@H](CC(=O)NCc1cccc(C(F)(F)F)c1)C[C@@H]2C(=O)N1CCN(C(=O)c2ccco2)CC1 returned eLon inh 4, MsrA inh -0.1, FAS TE block -5, Neddyl block inactive, Rin1-Abl PPI inh 0, TbMetRS inhib -0.3, CSN inh 6, PABP1 MLLE inh -5 and MsrA act 3.
Screening O=C(COC(=O)c1cccs1)NCc1ccc2c(c1)OCO2 returned eLon inh -18, MsrA inh 1.7, FAS TE block -14, Neddyl block inactive, Rin1-Abl PPI inh 0, TbMetRS inhib -1.0, CSN inh 2, PABP1 MLLE inh -5 and MsrA act -9.
For CCOC(=O)C(C)Sc1nc(=O)n2cccc(C)c2n1 (stereo not drawn) the results were eLon inh -9, MsrA inh 2.7, FAS TE block 0, Neddyl block inactive, Rin1-Abl PPI inh 1, TbMetRS inhib 0.2, CSN inh 0, PABP1 MLLE inh 9 and MsrA act -3.
For CCCCn1c(N)c(N(CCOC)C(=O)C2CCN(C(=O)c3ccc(Cl)cc3)CC2)c(=O)[nH]c1=O the results were eLon inh 8, MsrA inh -0.1, FAS TE block -6, Neddyl block inactive, Rin1-Abl PPI inh 4, TbMetRS inhib -0.8, CSN inh -1, PABP1 MLLE inh -12 and MsrA act -11.
For Cc1onc(-c2ccccc2Cl)c1C(=O)OCC(=O)c1ccccc1 the results were eLon inh -3, MsrA inh -0.3, FAS TE block 27, Neddyl block inactive, Rin1-Abl PPI inh 3, TbMetRS inhib -0.8, CSN inh -2, PABP1 MLLE inh -9 and MsrA act 0.
Screening Cc1cccc(-c2nnc(SCc3ccc(C#N)cc3)n2Cc2ccco2)c1 returned eLon inh -7, MsrA inh -0.1, FAS TE block 2, Neddyl block inactive, Rin1-Abl PPI inh 0, TbMetRS inhib -0.7, CSN inh 0, PABP1 MLLE inh -74 and MsrA act -4.
For CCCCCC(=O)Nc1ccc2oc(-c3ccncc3)nc2c1 the results were eLon inh -1, MsrA inh 1.1, FAS TE block -4, Rin1-Abl PPI inh 3, TbMetRS inhib -0.2, CSN inh -3, PABP1 MLLE inh -17 and MsrA act 0.
COc1ccc(CNc2nc(=S)[nH]c3cc(OC)c(OC)cc23)cc1 was read as eLon inh 10, MsrA inh 2.5, FAS TE block 12, Neddyl block inactive, Rin1-Abl PPI inh -1, TbMetRS inhib -0.9, CSN inh 1, PABP1 MLLE inh -36 and MsrA act 1.
CC(C)Cn1c(N)c(C(=O)CSc2ncccn2)c(=O)n(C)c1=O was read as eLon inh -7, MsrA inh 0.5, FAS TE block -5, Neddyl block inactive, Rin1-Abl PPI inh -1, TbMetRS inhib -0.1, CSN inh 2, PABP1 MLLE inh -1 and MsrA act -5.
Screening CCCCNS(=O)(=O)c1cccc(S(=O)(=O)N2CCCC2)c1 returned eLon inh -1, MsrA inh -0.3, FAS TE block 3, Neddyl block inactive, Rin1-Abl PPI inh 0, TbMetRS inhib -0.4, CSN inh -2, PABP1 MLLE inh -7 and MsrA act -4.
O=C(/C=C1\NC2(CCCC2)Cc2ccccc21)N1CCOCC1 was read as eLon inh -5, MsrA inh 1.8, FAS TE block -4, Neddyl block inactive, Rin1-Abl PPI inh 0, TbMetRS inhib -0.4, CSN inh 1, PABP1 MLLE inh 21 and MsrA act -6.
